# M1 PAM parental – nonselective activator or artifact in parental CHO-K1 calcium assay. activation, % at 3 µM. AID 602247. ATP EC20, Fluo-8 calcium fluorescence; 0% at ATP EC20, 100% at ATP max. 0.02% of 360,000 active;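 active = activation above the run cutoff, the mean activation of all test compounds plus 3 SD, cut at about 40% in these data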;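 also: peak over basal fluorescence ratio in a 140 s read after ATP addition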
# TAAR1 antagonist – human TAAR1 antagonism. inhibition, % at 3 µM. Q96RJ0. CHO RD-HGA16 TAAR1, Fluo-8 calcium fluorescence, antagonist. 1.5% of 360,000 active;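 active = inhibition above a per-plate cutoff, the mean inhibition of test compounds on that plate plus 3 SD, cut at about 49% in these data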;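 also: 0% = DMSO plus EC80 beta-PEA response and 100% = DMSO alone without agonist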
#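 Assay system: RD-HGA16 CHO cells with stable hTAAR1 and Gα16 / Reagent: EC80 β-phenethylamine stimulus / Doses: 3 µM, single point / Timing: dye loading 75 min at 37 °C, then 30 min room temperature / Measured by: Fluo-8 intracellular calcium dye fluorescence, real-time kinetic reads / Controls: vehicle wells and EC80 agonist wells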
# CHO-K1 Ca antag – nonselective inhibitor or artifact in parental CHO-K1 cells; ATP-induced calcium, Fluo-8 fluorescence; inhibition, % at 3 µM; 0.6% of 360,000 active; AID 602250;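 active = inhibition above a per-plate cutoff, the plate's mean sample inhibition plus 3 SD, cut at about 24% in these data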;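 also: 0% = DMSO plus EC80 ATP and 100% = DMSO alone without ATP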
# M1 ag – human M1 muscarinic receptor agonism. AID 588814. CHO-K1 hM1, Fluo-8 calcium fluorescence, agonist mode; 0% DMSO, 100% acetylcholine EC100. activation, % at 3 µM. 0.33% of 360,000 active. P11229;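 active = activation above the run's mean compound activation plus 3 SD, cut at about 16% in these data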;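 also: peak over basal fluorescence ratio within a 140 s kinetic read after compound addition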
# Target sequence (P11229 whole entry, looked up): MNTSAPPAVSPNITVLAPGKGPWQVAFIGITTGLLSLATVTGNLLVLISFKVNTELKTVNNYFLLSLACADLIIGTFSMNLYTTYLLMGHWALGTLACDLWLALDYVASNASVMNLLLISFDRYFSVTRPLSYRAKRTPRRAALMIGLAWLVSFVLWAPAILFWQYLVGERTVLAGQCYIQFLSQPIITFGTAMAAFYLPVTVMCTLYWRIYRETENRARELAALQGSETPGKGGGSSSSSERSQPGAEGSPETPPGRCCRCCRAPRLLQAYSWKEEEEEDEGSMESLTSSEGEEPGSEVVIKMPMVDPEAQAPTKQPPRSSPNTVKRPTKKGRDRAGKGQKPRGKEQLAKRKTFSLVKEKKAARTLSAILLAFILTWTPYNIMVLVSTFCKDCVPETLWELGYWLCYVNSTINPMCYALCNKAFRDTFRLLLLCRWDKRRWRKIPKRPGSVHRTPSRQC
# CHO-K1 Ca ag – counter-screen for M1 agonists: effect in parental CHO-K1 cells. 0.48% of 360,000 active. activation, % at 3 µM. AID 602248. Fluo-8 calcium fluorescence; scaled to maximal ATP response, vehicle zero; in the data active = activation above about 15%;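 also: untransfected CHO-K1 host cells lacking M1 receptor as counterscreen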
# CHO parental Ca – counter-screen for OX1R antagonists: effect in parental CHO cells; parental CHO-K1, ATP-induced calcium, Fluo-8 fluorescence; inhibition, % at 5.6 µM; 0.63% of 330,000 active;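 active = inhibition above that plate's mean sample inhibition plus 3 SD, cut at about 26% in these data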;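 also: 0% = ATP-challenged DMSO wells and 100% = DMSO wells without ATP; some compounds past the cut are filed as inactive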
#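 Material: Parental CHO cells | Reagent: ATP | Compound dosing: Single nominal dose of 5.6 µM per compound | Detection: Intracellular calcium via Fluo-8 no-wash fluorescent dye | Read-out: % inhibition of ATP-induced calcium mobilization | Benchmarks: Low control ATP plus DMSO, high control DMSO only | Replicates: Singlicate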
# V1aR counter – activates human V1a receptor in oxytocin agonist counter-screen; 0.25% of 320,000 active; CHO-V1R cells, Fluo-8 calcium fluorescence, agonist mode; 0% DMSO, 100% 3 nM vasopressin; activation, % at 3 µM; P37288;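 active = activation above the mean activation of all tested compounds plus 3 SD, per screening run, cut at about 20% in these data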;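 also: signal is peak over basal fluorescence ratio across a 100 second FLIPR read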
# OXTR potentiator – potentiates the human oxytocin receptor response; CHO-OTR cells, Fluo-8 calcium fluorescence, potentiator mode; 0% = oxytocin EC15, 100% = EC100; activation, % at 3 µM; 0.061% of 320,000 active; P30559;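 active = activation above that plate's cutoff, the mean activation of tested compounds plus 3 SD, cut at about 6.6% in these data, passing the limit was not always enough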;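 also: 100% uses oxytocin at 75 nM as the full agonist control; some results filed as inactive read as strong as hits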
# Target sequence (P30559 whole entry, looked up): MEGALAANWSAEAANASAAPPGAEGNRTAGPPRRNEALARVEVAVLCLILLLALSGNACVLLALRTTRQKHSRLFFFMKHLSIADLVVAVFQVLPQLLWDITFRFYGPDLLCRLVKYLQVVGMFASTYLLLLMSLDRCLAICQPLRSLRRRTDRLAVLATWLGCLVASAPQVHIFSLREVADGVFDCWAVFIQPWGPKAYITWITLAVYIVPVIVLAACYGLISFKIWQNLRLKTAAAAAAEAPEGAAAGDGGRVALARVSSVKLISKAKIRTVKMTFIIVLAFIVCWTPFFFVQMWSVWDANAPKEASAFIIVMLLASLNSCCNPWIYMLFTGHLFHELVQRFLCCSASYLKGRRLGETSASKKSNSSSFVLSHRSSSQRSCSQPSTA
#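 Dosing: Single dose, 3.0 µM nominal final compound concentration | Material: Human OTR in CHO cells | Technique: Kinetic Fluo-8 calcium fluorescence | Benchmarks: EC15 oxytocin alone as 0%, 75 nM oxytocin as 100% | Probe or stimulus: Oxytocin at about EC15, sub-maximal agonist stimulus | Incubation: Compound 6 min at room temperature before oxytocin, 100 s read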
# TAAR1 agonist – agonists of human TAAR1; CHO RD-HGA16 TAAR1, Fluo-8 calcium fluorescence; vehicle wells 0%, saturating PEA agonist 100%; activation, % at 3 µM; 0.99% of 360,000 active;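 active = activation above the mean activation of all test compounds in the run plus 3 SD, cut at about 38% in these data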
#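 Repeats: no replicates (n 1) | Material: CHO-derived RD-HGA16 cells with stable Gα16 and human TAAR1 | Technique: Kinetic Fluo-8 calcium fluorescence | Schedule: 17-24 h seeding, 75 min 37 °C dye, 30 min RT | Evaluation: % activation from peak over basal fluorescence ratio, DMSO-to-PEA scaled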
# Active calls of the source: *; / = not tested or not shown; & = joins results of further samples. Compounds as they come; overall some 3.3% were active at least once.
[1] COc1cc2c(cc1OC)C(c1ccc(N(C)C)cc1)NCC2 (configuration not stated)
[2] CSc1ccccc1C(=O)NCc1ccc(S(N)(=O)=O)cc1
[3] Cc1ccc(S(=O)(=O)CC(=O)N(C)C)cc1
[4] CCCCn1c(=O)c(CC(C)=O)nc2ccccc21
[5] Cc1cc(C(=O)COC(=O)/C=C/c2ccc(F)cc2)c(C)n1C
[6] CCOc1ccc(CN(CCO)CCO)cc1C(=O)OC
screen / no.	1	2	3	4	5	6
M1 PAM parental	-25	-5	14	5	20	-4
TAAR1 antagonist	2	10	2	-14	-6	-16
CHO-K1 Ca antag	-8	20	-5	-5	-24	-4
M1 ag	-2	0	0	-7	1	0
CHO-K1 Ca ag	0.5	-0.2	0.0	0.4	1.6	0.4
CHO parental Ca	-7	-8	-5	-6	-19	8
V1aR counter	0.6	0.9	0.5	-1.1	1.9	0.5
OXTR potentiator	-15	-11	-3	-1	-2	-6
TAAR1 agonist	-1	8	0	-1	0	1

# Single records (already shown). Order of values: M1 PAM parental, TAAR1 antagonist, CHO-K1 Ca antag, M1 ag, CHO-K1 Ca ag, CHO parental Ca, V1aR counter, OXTR potentiator, TAAR1 agonist
# `CSc1ccccc1C(=O)NCc1ccc(S(N)(=O)=O)cc1` as listed: -5, 10, 20, 0, -0.2, -8, 0.9, -11, 8
# `CCCCn1c(=O)c(CC(C)=O)nc2ccccc21` as listed: 5, -14, -5, -7, 0.4, -6, -1.1, -1, -1
# `COc1cc2c(cc1OC)C(c1ccc(N(C)C)cc1)NCC2` (configuration not stated) as listed: -25, 2, -8, -2, 0.5, -7, 0.6, -15, -1

# More structures
[7] COc1cc(NS(=O)(=O)c2ccc(NC(=S)NC(=O)C3CCCC3)cc2)nc(OC)n1
[8] COc1cccc(CNCC(=O)Nc2ccc(N3CCOCC3)cc2)c1
[9] COc1cccc(C(=O)OCC(=O)N2CCC(Cc3ccccc3)CC2)c1OC
[10] O=C(Nc1ccc(Cl)cc1)Nc1ccc(C(=O)N2CCOCC2)cc1
[11] Cc1ccc(C(=O)c2cc([N+](=O)[O-])ccc2N2CCCCC2)c(C)c1
[12] COc1ccc(-n2c(-c3ccccc3)c[n+]3c2CCC3)cc1
screen / no.	7	8	9	10	11	12
M1 PAM parental	-13	16	12	3	28	-19
TAAR1 antagonist	11	-2	4	-17	-5	-21
CHO-K1 Ca antag	-2	-4	2	-2	-17	13
M1 ag	-7	-2	-2	-3	-12	-7
CHO-K1 Ca ag	-0.1	0.0	1.2	4.1	0.4	0.0
CHO parental Ca	-11	-8	-7	-11	-7	-1
V1aR counter	0.3	0.8	2.1	2.6	-0.5	0.8
OXTR potentiator	1	4	-9	-16	-5	-6
TAAR1 agonist	-1	5	4	8	0	8

[13] O=C(O)CCN1C(=O)C2CCCCC2C1=O (configuration not stated)
[14] Cc1nn(CC2CC2)c(=O)n1-c1ccccc1F
[15] Cc1ccc(S(=O)(=O)N(C)c2ccc(C(=O)N3CCc4ccccc4C3)cc2)cc1
[16] CCOc1cc(C(=O)N(C)c2ccccc2)cc(OCC)c1OCC
[17] CCNC(=O)/N=C1/NC(=O)C(C(C)C)O1 (configuration not stated)
[18] COCC1CCN(C(=O)C2CCC(=O)N(C3CCCC3)C2)CC1 (configuration not stated)
screen / no.	13	14	15	16	17	18
M1 PAM parental	6	-1	4	13	7	15
TAAR1 antagonist	-6	-10	33	-19	6	-5
CHO-K1 Ca antag	-3	-10	-14	-11	3	-10
M1 ag	-1	-2	-4	-5	-3	-1
CHO-K1 Ca ag	0.1	0.0	7.6	0.1	0.0	0.3
CHO parental Ca	-7	-5	-22	-23	4	-5
V1aR counter	0.6	0.1	1.1	-0.5	0.5	0.1
OXTR potentiator	-9	-13	-8	-14	-14	-12
TAAR1 agonist	10	0	5	3	8	0

[19] CCc1ccc([C@@H]2CC(=O)[C@@H]3CN(S(=O)(=O)c4ccccc4C)[C@H](c4ccc(Cl)cc4)C[C@@H]3N2S(=O)(=O)c2ccc(C)cc2)cc1
[20] CCN(CC)CCCN1C=C2C(=O)C(C)(OC(=O)CCC(=O)OC)C(=O)C(Br)=C2C=C1c1ccc(OC)cc1 (configuration not stated)
[21] Cc1ccc2c(c1)N(C(=O)CCC(=O)N1CCOCC1)CCO2
[22] O=C1CC(C(=O)NC2CCCCC2)C(c2ccccc2)O1 (configuration not stated)
[23] O=C(CSc1nc(=O)n(CCCN2CCOCC2)c2c1CCCC2)Nc1ccccc1Cl
[24] C=CCc1cccc(/C=N/NC(=O)CNc2ccccc2)c1O
screen / no.	19	20	21	22	23	24
M1 PAM parental	20	10	18	14	2	14
TAAR1 antagonist	-7	12	-19	2	8	31
CHO-K1 Ca antag	-2	-9	-10	-22	-6	-13
M1 ag	4	-5	-4	-2	-5	0
CHO-K1 Ca ag	0.0	0.5	0.9	0.4	1.7	0.9
CHO parental Ca	/	-12	8	6	-8	29
V1aR counter	/	0.9	-0.3	-1.0	4.2	-1.2
OXTR potentiator	/	-7	3	-10	-1	-17
TAAR1 agonist	1	3	1	1	0	6

[25] COc1cccc(CNCc2ccc(OC)c3ccccc23)c1OC
[26] COC(=O)C1C(c2ccccc2)C(C(=O)O)C1c1ccccc1 (configuration not stated)
[27] NS(=O)(=O)c1cccnc1Nc1cccc(Cl)c1Cl
[28] COC(=O)c1cc2ccccc2c(=O)s1
[29] CC1CCC2(CC1)NC(=O)N(CC(=O)N1CCN(C(=O)c3cccs3)CC1)C2=O (configuration not stated)
[30] Cc1cccc(C(=O)Oc2cc(C)[nH]c(=O)c2[N+](=O)[O-])c1
screen / no.	25	26	27	28	29	30
M1 PAM parental	-1	8	19	8	-8	-3
TAAR1 antagonist	7	0	9	4	-8	-21
CHO-K1 Ca antag	12	7	-12	1	5	-11
M1 ag	-1	-8	3	-5	0	-2
CHO-K1 Ca ag	23*	-0.1	1.9	0.4	-0.5	0.7
CHO parental Ca	0	-16	-5	-2	1	-2
V1aR counter	8.8	0.7	2.7	-0.3	0.1	0.4
OXTR potentiator	-13	-10	-6	-7	-9	-2
TAAR1 agonist	7	0	5	2	3	4

[31] COc1ccc(CC(=O)NNC(=O)CSc2ccc(C)cc2)cc1
[32] Cc1ccc(C)c(/C(O)=C2\C(=O)C(=O)N(CCCn3ccnc3)C2c2ccncc2)c1 (configuration not stated)
[33] CC(=O)c1cccc(NC(=O)CN(c2ccc(F)cc2)S(C)(=O)=O)c1
[34] COc1cc(/C=C2\SC(=S)N(NS(=O)(=O)c3ccccc3)C2=O)ccc1O
[35] CCOC(=O)C1CSC2(CCC(c3ccccc3)CC2)N1 (configuration not stated)
[36] Fc1cc(Br)cc(F)c1NC(=S)N1CCOCC1
screen / no.	31	32	33	34	35	36
M1 PAM parental	-6	7	19	-7	7	10
TAAR1 antagonist	-7	-6	6	0	-15	1
CHO-K1 Ca antag	0	-10	-8	-1	5	-11
M1 ag	-5	-3	1	9	-3	-1
CHO-K1 Ca ag	-0.4	0.1	0.7	16*	-0.1	7.0
CHO parental Ca	-17	-4	-7	44*	-2	-3
V1aR counter	0.0	-0.3	0.3	41*	0.7	0.3
OXTR potentiator	-1	-10	-4	-8	1	0
TAAR1 agonist	0	1	1	16	1	13

# Results in TAAR1 agonist, TAAR1 antagonist and CHO-K1 Ca antag, for 2 of the compounds above:
item	SMILES	TAAR1 agonist	TAAR1 antagonist	CHO-K1 Ca antag
22	O=C1CC(C(=O)NC2CCCCC2)C(c2ccccc2)O1 (configuration not stated)	1	2	-22
23	O=C(CSc1nc(=O)n(CCCN2CCOCC2)c2c1CCCC2)Nc1ccccc1Cl	0	8	-6

# The listing picks up, repeating the 4 entries before the break.
[33] CC(=O)c1cccc(NC(=O)CN(c2ccc(F)cc2)S(C)(=O)=O)c1
[34] COc1cc(/C=C2\SC(=S)N(NS(=O)(=O)c3ccccc3)C2=O)ccc1O
[35] CCOC(=O)C1CSC2(CCC(c3ccccc3)CC2)N1 (configuration not stated)
[36] Fc1cc(Br)cc(F)c1NC(=S)N1CCOCC1
[37] Cc1ccccc1OCc1nc2c3c(ncn2n1)-c1ccccc1CC31CCCC1
[38] Cc1ccccc1CC1(CO)CCCN(C(=O)c2ccccc2Cl)C1 (configuration not stated)
[39] N#Cc1c(-c2ccccc2)nc(-c2ccncc2)[nH]c1=O
[40] C=CCn1c(SCCCCCC)nc(O)cc1=O
[41] O=c1cc(CN2CCCCC2)c2ccccc2o1
[42] COCC(C)NC(=O)c1cc(-c2ccccc2OC)on1 (configuration not stated)
screen / no.	33	34	35	36	37	38	39	40	41	42
M1 PAM parental	19	-7	7	10	20	29	-12	19	11	12
TAAR1 antagonist	6	0	-15	1	2	6	7	-5	-14	9
CHO-K1 Ca antag	-8	-1	5	-11	-8	-6	-6	-8	-12	-11
M1 ag	1	9	-3	-1	-5	3	-6	-4	-6	-2
CHO-K1 Ca ag	0.7	16*	-0.1	7.0	-0.3	2.5	0.1	0.1	0.1	0.3
CHO parental Ca	-7	44*	-2	-3	5	-3	5	-11	/	-25
V1aR counter	0.3	41*	0.7	0.3	-0.3	2.5	0.3	-1.2	/	-1.5
OXTR potentiator	-4	-8	1	0	-5	-12	1	4	/	-3
TAAR1 agonist	1	16	1	13	1	24	14	1	1	5

[43] Cc1ccc(C(=O)NCCCN2CCOCC2)c(Cl)c1
[44] CCN(CC(=O)NC(C)(C)C)Cc1cc(=O)n2c(-c3ccccc3)csc2n1
[45] CCCCCCSc1cc(-c2nc3cc(C)ccn3c2NCCCC)ccc1OC
[46] CC(=O)OCCCN(C)CC/C=C1/c2ccccc2CSc2ccccc21
[47] O=C(C1=C[C@@H](c2csc3ccccc23)C[C@@H](OCc2ccc(CO)cc2)O1)N1CCN(Cc2ccc3c(c2)OCO3)CC1
[48] Cn1c(=O)c2c(ncn2CCOc2ccc(F)cc2)n(C)c1=O
[49] CC(C)n1nccc1N(Cc1ccc(C#N)cc1)S(=O)(=O)c1ccccc1
screen / no.	43	44	45	46	47	48	49
M1 PAM parental	3	5	9&14	11	0	-1	-6
TAAR1 antagonist	-8	-13	16&5	-4	6	12	9
CHO-K1 Ca antag	-8	-6	-10&-9	-5	-8	-9	-1
M1 ag	-2	-8	-4	-6	-4	0	-4
CHO-K1 Ca ag	1.4	0.7	0.2&2.2	1.9	0.3	4.4	0.5
CHO parental Ca	5	-19	-6	-20	1	-15	-2
V1aR counter	0.4	-0.1	0.0	2.5	0.6	6.5	-1.0
OXTR potentiator	-7	1	-2	-1	-13	-12	-7
TAAR1 agonist	3	-4	2&2	5	10	2	-1

# Screens from PubChem BioAssay.
